# Bioassay records (PubChem)
# NPC1 promoter act: NPC1 promoter activation; Huh7 NPC1 promoter luciferase reporter, 24 h; Potency, µM (titrated, usually from 9.22 µM), for the others: at the highest dose activation, hits mostly activators; 2.4% of 320,000 active;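 note: potency is the fitted concentration of half-maximal effect; % of control where 0% means no effect; nearly all actives have a fitted effect of over 60% in size; reporter is driven by a mutant NPC1 promoter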
#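 Cells: Huh7 expressing luciferase under the NPC1 promoter, 1500/well. Seeded 2 h, compound added, incubated 24 h at 37 °C. Luciferase reagent, 10 min ambient, then luminescence.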
# ELG1 genotox: genotoxicity induction in ELG1-luciferase HEK293T cells | HEK293T ELG1-luciferase reporter, luminescence, 16 h | AID 504466 | Potency, µM (highest dose often 46 µM), for inactives: top-dose activity change, positive = activation, most hits filed as activators | 1.3% of 330,000 active; note: potency is the fitted concentration of half-maximal effect; % of control where 0% means no effect; nearly all actives have a fitted effect of over 60% in size
#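 ELG1-luciferase HEK293T cells, 2,000/well; compound pinned in; 16 hr, 37 °C, 5% CO2; ONE-Glo, 30 min RT; luminescence on CCD imager.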
# p53 reactivation: re-activators of mutant p53; Potency, µM (highest dose often 92.2 µM), for the others: at the highest dose activity change, positive = activation, actives largely listed as activators; H1299 p53-A138V BP100-luciferase reporter, luminescence, 24 h; AID 504706; 0.063% of 320,000 active; note: potency is the fitted concentration of half-maximal effect; % of control where 0% means no effect; nearly all actives have a fitted effect of over 45% in size
#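 H1299 (p53-null), stable ts p53-A138V + BP100-Luc; 1000 cells/well, Opti-MEM/10% FBS; cpd 4 pt, 1:5; 24 h, 37 deg C, 5% CO2; detection reagent 10 min RT; luminescence.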
# VP16 counter: counter-screen for ROR gamma inhibitors: Gal4-VP16 reporter; Drosophila S2 Gal4-VP16 UAS-luciferase, luminescence, 20 h; AID 2546; Potency, µM (highest dose often 53.6 µM), inactives show at the highest dose activity, negative = inhibition, hits mostly inhibitors; 3.5% of 310,000 active;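 note: Gal4-VP16 expression switched on by copper sulfate through the metallothionein promoter; potency is the fitted concentration of half-maximal effect; % is set by controls: 0 for no effect and ±100 for the full control effect; nearly all actives have a fitted effect of over 50% in size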
# Giardia killer: kills Giardia lamblia | Giardia lamblia trophozoite viability | activity change, % at 7.66 µM, hits read low | 0.15% of 340,000 active; in the data active = activity change below about -80%; inconclusive = between about -30% and that limit;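 note: parasites exposed to compound for two days anaerobically before the ATP read; % is set by controls: 0 for no effect and ±100 for the full control effect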
#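 Viability, read as ATP luminescence: trophozoites at 100 cells/well, compound added, 48 hrs anaerobic at 37 deg C, then 15-30 min room-temperature development before reading.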
# BRCA1 expr act: increases BRCA1 expression; AID 624202; Potency, µM (highest dose often 46.1 µM), for inactives: top-dose activation, hits mostly activators; MCF7-BRCA1-FFLuc reporter, luminescence, 48 h; response scale: scaled: vehicle 0%, 10 µM genistein 100%; 1.1% of 380,000 active; note: potency is the fitted concentration of half-maximal effect; nearly all actives have a fitted effect of over 80% in size; some results filed as inactive show a strong effect at the top dose
#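 48 h compound treatment of MCF7-BRCA1-FFLuc cells (phenol-red free MEM, 37 °C), then 15 min with luciferase substrate and luminescence imaging.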
# Menin-MLL TR inh: inhibitors of human menin-MLL interaction, mutant MLL peptide; Potency, µM (highest dose often 61.6 µM), without a hit: top-dose FP activity change, negative = inhibition, most hits filed as inhibitors; O00255; 0.23% of 270,000 active; Menin + Texas Red MLL mutant peptide, fluorescence polarization; active = well fitted inhibition curve with a large enough effect in the polarisation, with a control signal flat, not every such curve was filed as active; inconclusive = small, poorly fitted or top-dose-only effect, or effect the other way, or a change in a side signal; inactive = no such curve, though single readings can be large or run the other way; the % refers to the polarisation; note: potency is the fitted concentration of half-maximal effect; % of control where 0% means no effect; many of its hits are not listed in these tables
# Target sequence (O00255 whole entry, looked up): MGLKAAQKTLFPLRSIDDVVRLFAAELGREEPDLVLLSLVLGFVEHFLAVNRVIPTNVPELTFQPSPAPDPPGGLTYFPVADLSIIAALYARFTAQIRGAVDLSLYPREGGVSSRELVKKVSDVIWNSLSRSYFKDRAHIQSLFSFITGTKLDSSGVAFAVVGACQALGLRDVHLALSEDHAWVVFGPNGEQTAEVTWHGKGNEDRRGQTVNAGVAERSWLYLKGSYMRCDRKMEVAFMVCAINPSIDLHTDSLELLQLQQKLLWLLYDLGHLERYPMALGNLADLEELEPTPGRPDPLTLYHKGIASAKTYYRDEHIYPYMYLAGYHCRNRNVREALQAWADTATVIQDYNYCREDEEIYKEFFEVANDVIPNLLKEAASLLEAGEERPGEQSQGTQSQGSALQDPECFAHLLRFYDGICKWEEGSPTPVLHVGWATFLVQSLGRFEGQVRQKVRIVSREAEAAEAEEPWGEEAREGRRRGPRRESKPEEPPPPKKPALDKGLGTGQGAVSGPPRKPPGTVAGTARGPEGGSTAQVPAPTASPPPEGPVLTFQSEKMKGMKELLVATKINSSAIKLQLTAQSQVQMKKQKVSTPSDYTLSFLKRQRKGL
# FLuc modulator: inhibits or activates purified firefly luciferase, miR-21 counter-screen | purified FLuc, Km substrates, luminescence inhibition | 6.9% of 360,000 active | Potency, µM (titrated, usually from 57.5 µM), inactives show top-dose activity change, negative = inhibition, actives largely listed as inhibitors;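 note: potency is the fitted concentration of half-maximal effect; plate controls were vehicle for no effect and reference inhibitor for full effect; nearly all actives have a fitted effect of over 55% in size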
#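 Biochemical qHTS of compounds, final roughly 60 µM downward over six points, against 10 nM purified firefly luciferase using Km concentrations of substrates (10 uM D-luciferin, 10 uM ATP) in Tris acetate pH 7.5 buffer; luminescence output.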
# RORg inh: inhibitors of mouse ROR gamma transcriptional activity; P51450; Drosophila S2 Gal4-RORgamma UAS-luciferase reporter, 20 h; Potency, µM (series often up to 53.6 µM), inactives show at the top dose activity change, negative = inhibition, usual class: inhibitors; 5.4% of 310,000 active; AID 2551; note: potency is the fitted concentration of half-maximal effect; % is set by controls: 0 for no effect and ±100 for the full control effect; nearly all actives have a fitted effect of over 60% in size
#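 Luciferase reporter read in Schneider cells carrying Gal4-RORγ (mouse) and UAS-Photinus luciferase; cells given compound 1 h before 700 uM copper sulfate induction, then incubated 20 h at ambient temperature.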
# PKM2 activator: increases activity of human pyruvate kinase M2; 0.34% of 260,000 active; purified PKM2, Kinase-Glo ATP luminescence, activation; response scale: 0% is enzyme alone, no compound; Potency, µM (series often up to 57.5 µM), inactives show at the highest dose activation, most hits filed as activators; AID 1631; P14618; note: potency is the fitted concentration of half-maximal effect; % is set by controls: 0 for no effect and ±100 for the full control effect; nearly all actives have a fitted effect of over 55% in size
#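 Kinase-Glo luminescence reports ATP generated from ADP (0.1 mM) and PEP (0.5 mM) by purified hPK-M2 after 1 h at room temperature, pH 7.2 imidazole buffer; intermediate enzyme activity allows detecting inhibitors and activators.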
# Rab9 prom act: Rab9 promoter activation. Potency, µM (top dose mostly 9.22 µM), without a hit: top-dose activation, negative = inhibition, usual class: activators. Huh7 Rab9 promoter-luciferase reporter, luminescence, 24 h. AID 485297. 2.8% of 320,000 active; note: potency is the fitted concentration of half-maximal effect; % of control where 0% means no effect; nearly all actives have a fitted effect of over 60% in size
#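 Using Huh7 cells stably transfected with Rab9 promoter–luciferase, compounds were incubated 24 h at 37 °C, 5% CO2; luciferase luminescence was read 10 min after reagent addition.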
# Active calls of the source: *; u = inconclusive; x = not tested or not shown; [ ] = dose if it differs, or a comment. Unless noted, calls come from the whole dose curve; as a rule, active = well fitted curve in the direction sought with a large enough effect; inconclusive = small, poorly fitted or top-dose-only effect, or another doubt; inactive = no such curve, though single readings can be large; an effect the other way counts as inactive or inconclusive. Some of the compounds tested; rates above refer to the full screens.
SMILES,NPC1 promoter act,ELG1 genotox,p53 reactivation,VP16 counter,Giardia killer,BRCA1 expr act,Menin-MLL TR inh,FLuc modulator,RORg inh,PKM2 activator,Rab9 prom act
COc1ccc(OC)c(-n2c(CN3CCC(C(N)=O)CC3)nc3ccccc3c2=O)c1,0.2%,1.5%,2.8%,16.9%,-7.6,15.1%,-23.7%,6.6%,u,6.9%,-3.8%
CCOc1ccc(S(=O)(=O)N2CCN(C(=S)NCC3CCCO3)CC2)cc1 (centres undefined),-1.1%,0.1%,-0.9%,x,-0.6,-4.9%,x,4.6%,x,x,3.6%
CN1CCN(C(=O)CSc2nc(-c3cccs3)cc(-c3cccs3)c2C#N)CC1,0.7%,-9.5%,-2.2%,-5.3%,10.4,-1.3%,3.8%,u,10.4%,0.0%,5.6%
COc1cccc(CNC(=O)C(=O)NCC2CCCN2S(=O)(=O)c2cc(C)ccc2C)c1 (centres undefined),-1.3%,-4.6%,-2.6%,x,-20.6,-30.4%,x,1.5%,x,x,-2.9%
CCCSc1nc(-n2ncc(C#N)c2N)c2c3c(sc2n1)CCC(C)C3 (centres undefined),0.1%,-2.6%,-0.8%,13.8%,-15.2,-31.5%,-5.1%,5.3%,-6.2%,-3.3%,-5.0%
Clc1ccc(Cn2cc(Br)cn2)cc1Cl,-3.1%,1.3%,1.5%,0.4%,17.4,13.9%,7.5%,5.7%,2.4%,13.9%,-3.3%
Oc1ccc(Br)cc1C=Nc1cccn2cc(-c3ccccc3)nc12,u,u,u,-23.8%,-13.9,6.31µM*,10.3%,u,u,-29.4%,u
COC(=O)[C@H](Cc1ccccc1)NC(=O)[C@@H](N)CC(=O)OCc1ccccc1,-3.1%,2.3%,-3.4%,x,-17.7,28.6%,x,-0.5%,x,x,-1.3%
CCCC(=O)Nc1ccccc1NC(=O)CN(C)S(=O)(=O)c1ccccc1,-6.1%,2.6%,-17.6%,15.5%,-7.0,-6.6%,-2.5%,-2.6%,3.2%,18.5%,-2.0%
COc1ccccc1NC(=O)N1CCC(NC(=O)C2CCCCC2)CC1,-3.6%,2.1%,0.2%,8.5%,-2.6,13.1%,18.2%,0.7%,-0.9%,-6.8%,-1.8%
COc1ccc(CN(CC(=O)NCC2CCCO2)C(=O)CCC(=O)Nc2cc(C)ccn2)cc1 (centres undefined),-0.3%,1.8%,-0.9%,-11.8%,-15.0,1.3%,0.2%,2.1%,3.0%,-1.3%,3.4%
N/C(=N\OC(=O)CCCc1ccccc1)c1ccc([N+](=O)[O-])cc1,0.4%,-0.3%,19.3%,11.5%,-2.2,79.2%,2.9%,-9.7%,55.6%,5.2%,5.8%
Cc1ccnn1CCC(=O)N1CCCC(N2CCN(c3cccc(Cl)c3)CC2)C1 (centres undefined),-4.8%,-18.0%,4.5%,1.4%,-13.1,11.4%,x,5.1%,28.8%,x,-1.0%
Fc1ccc(C2=CC(c3cccs3)n3nnnc3N2)cc1 (centres undefined),-2.2%,5.1%,8.8%,-11.1%,12.5,-17.7%,x,-1.5%,8.7%,-0.6%,8.5%
CCN1CCCC1CNC(=O)c1ccc(CS(=O)(=O)c2ccccc2C)o1 (centres undefined),11.5%,-6.8%,5.1%,-4.6%,18.9,24.5%,u,5.1%,-9.0%,-17.9%,-3.4%
Cc1cc(O)c(/C=N/Nc2ccc(F)cc2)c(=O)o1,2.6%,8.1%,7.8%,8.8%,9.1,-7.6%,18.7%,13.5µM*,-13.3%,1.4%,-5.3%
Cc1ccc(/C=N/n2c(C)cc(C)c(C#N)c2=O)o1,-1.4%,-1.0%,-3.4%,1.4%,-15.8,3.8%,4.5%,-1.6%,-4.7%,0.7%,-1.0%
O=c1c(-c2ccc(Br)cc2)coc2c(CN3CCOCC3)c(O)ccc12,-0.2%,7.6%,5.4%,7.4%,13.7,9.7%,-15.2%,-21.2%,25.4%,-0.2%,-5.8%
COc1ccccc1NC(=O)Nc1nc(CC(=O)Nc2cccc(F)c2)cs1,-5.7%,-9.0%,-15.6%,x,-4.9,-66.8%,x,16.9µM*,x,x,7.5%
COCCOC(=O)c1c(C)oc2ccc(OC(=O)c3ccc4c(c3)OCO4)cc12,0.4%,1.9%,-0.1%,17.5%,-2.8,27.3%,-14.8%,u,22.8%,0.6%,-1.1%
COc1ccc(C(C(=O)NCC2CCCO2)N(C(=O)CNC(=O)c2cccs2)c2ccccc2)cc1OC (centres undefined),-5.3%,-0.1%,5.8%,2.9%,-1.4,-5.7%,-2.1%,1.0%,-11.2%,-32.5%,-0.4%
COc1ccc(C(=O)NCc2nnc(SCC(=O)N3CCc4ccccc43)n2Cc2ccccc2)cc1,-0.7%,2.7%,0.6%,-15.6%,-3.4,13.6%,-10.7%,-1.1%,16.6%,0.6%,-1.8%
CN1CCCC1CCNc1ccc2c(=O)c3ccccc3oc2c1 (centres undefined),u,u,2.1%,u,-23.7,12.6µM*,-17.7%,10.7µM*,u,-2.2%,u
CCN(CC(=O)NCc1ccc(F)cc1)C(=O)c1ccc(C(=O)c2ccccc2)cc1,4.0%,-8.7%,1.1%,19.1%,-13.4,-3.0%,1.2%,2.1%,-5.9%,x,-7.4%

# BRCA1 expr act: entries above that show a hit.
smiles	p53 reactivation	BRCA1 expr act	Menin-MLL TR inh	RORg inh	PKM2 activator	Rab9 prom act
Oc1ccc(Br)cc1C=Nc1cccn2cc(-c3ccccc3)nc12	u	6.31µM*	10.3%	u	-29.4%	u
CN1CCCC1CCNc1ccc2c(=O)c3ccccc3oc2c1 (centres undefined)	2.1%	12.6µM*	-17.7%	u	-2.2%	u

# (listing goes on)
SMILES,NPC1 promoter act,ELG1 genotox,p53 reactivation,VP16 counter,Giardia killer,BRCA1 expr act,Menin-MLL TR inh,FLuc modulator,RORg inh,PKM2 activator,Rab9 prom act
Cc1cccc(-n2c(SCC(=O)Nc3nnc(C)s3)nnc2-c2ccoc2C)c1,-2.7%,-2.1%,-2.3%,1.8%,-5.5,-26.7%,-18.4%,4.6%,u,0.4%,-0.3%
CCOC(=O)c1c(NC(=O)CSc2nnc(-c3ccccc3)n2CC)sc(C(C)=O)c1C,-1.8%,-6.3%,-7.8%,0.4%,0.9,-31.3%,u,0.6%,4.4%,2.4%,-5.5%
O=C1CCCN1c1ccc(S(=O)(=O)Nc2cccnc2)cc1,-1.6%,-0.4%,18.1%,-2.0%,5.3,-32.4%,0.2%,3.0%,14.3%,3.9%,10.5%
Cc1c(Cl)cccc1NC(=S)NC1CCCC1,-0.5%,-8.2%,u,5.62µM*,4.0,-0.3%,0.5%,-1.8%,4.47µM*,1.5%,-1.7%
O=C(COC(=O)c1cc([N+](=O)[O-])ccc1N1CCOCC1)Nc1ncc(Cl)cc1Cl,0.7%,-0.4%,-10.7%,u,-2.8,-36.8%,x,2.7%,u,-1.7%,5.9%
CCCCCc1c2c(cc(O)c1C(=O)O)OC(=O)c1cc(C(=O)CCCC)c(OC)cc1O2,x,1.1%,-3.3%,5.8%,-2.2,-0.5%,32.3%[activator],x,22.3%,x,x
CCCN(CC(=O)Nc1ccc(F)c(F)c1F)C(=O)c1cc([N+](=O)[O-])ccc1N1CCOCC1,-2.1%,0.6%,3.4%,x,12.0,-9.5%,x,-0.3%,x,x,0.1%
N#Cc1cc(N2CCOCC2)nc2ccccc12,3.3%,u,-3.8%,3.6%,18.8,-1.3%,x,-20.8%,12.7%,-0.2%,-3.8%
NCCCNC(=O)c1cc2ccccc2[nH]1,1.5%,3.2%,1.5%,2.8%,-13.6,0.0%,-1.6%,-1.0%,u,8.3%,0.8%
CC(=O)c1c(N2CCN(Cc3ccc4c(c3)OCO4)CC2)nc(=S)n(-c2ccccc2)c1C,2.4%,2.7%,-4.6%,-10.3%,-1.3,-15.8%,u,-15.3%,5.8%,-2.3%,-3.7%
O=C(Oc1cc(-c2ccccc2)no1)c1ccc(Cl)cc1,-2.9%,1.1%,-0.6%,0.8%,7.9,-18.6%,0.5%,-5.9%,-2.0%,-7.3%,5.0%
c1ccc(C2CCC(N3CCNCC3)CC2)cc1 (centres undefined),6.3%,-5.1%,-8.7%,-2.1%,2.4,-3.6%,-9.5%,-2.3%,-7.5%,-4.0%,-3.2%
COc1ccc(-n2nc3c(c2NC(=O)CCCCl)CSC3)cc1,0.8%,3.0%,17.9%,7.6%,2.1,34.7%,10.9%,-6.1%,30.1%,-9.3%,2.8%
O=C(O)c1ccc(/C=C2\SC(=S)N(Nc3ccccc3)C2=O)cc1,-3.4%,8.7%,10.9%,3.5%,-4.8,-26.5%,x,u,17.6%,0.4%,0.5%
